Assay outcomes from PubChem BioAssay.
TRAIL sens C8 – caspase-8 TRAIL sensitization; NB7+C8 cells + TRAIL, ATPlite viability luminescence; inhibition (viability loss, TRAIL sensitization), % at 10 µM; actives 1% (n = 360,000);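 active = compounds causing at least 50% loss of cell viability in the single-dose screen, relative to plate controls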
KKLEB cytotox – counter-screen for CF NF-kB inhibitors: cytotoxicity; KKLEB CF airway cells viability, ATPlite luminescence, overnight; hits give low values; cells stimulated with P. aeruginosa culture filtrate; activity change (cytotoxicity), % at 5 µM; actives 0.36% (n = 360,000);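 active = corrected activity change at or below -50% at 5 µM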
CF NFkB inh – blocks PAF-induced NF-kB reporter in cystic fibrosis cells. KKLEB NF-kB-GFP reporter, GFP fluorescence overnight. inhibition, % at 5 µM. actives 0.86% (n = 360,000). AID 588850;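 active = at least 50% inhibition at 5 µM, scaled per plate between neutral and stimulator controls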;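 note: PAF is a Pseudomonas aeruginosa culture filtrate used as stimulus; plate controls were PAF-stimulated DMSO wells for no effect and unstimulated DMSO wells for full effect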
NR2E3 ag-1 – activates human NR2E3 receptor | CHO-S Gal4-NCOR/VP16-NR2E3 two-hybrid, luciferase | inhibition of corepressor binding, % at 3.98 µM | actives 0.35% (n = 360,000) | AID 602229;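 active = inhibition above the mean of all tested compounds plus 3 SD, cut at about 70% in these data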;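 note: 0% = DMSO with NR2E3 transfected cells and 100% = cells lacking NR2E3 construct; higher means lower luciferase signal from less NR2E3 corepressor binding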
Target sequence (Q9Y5X4 whole entry, looked up, the tested form may be a part): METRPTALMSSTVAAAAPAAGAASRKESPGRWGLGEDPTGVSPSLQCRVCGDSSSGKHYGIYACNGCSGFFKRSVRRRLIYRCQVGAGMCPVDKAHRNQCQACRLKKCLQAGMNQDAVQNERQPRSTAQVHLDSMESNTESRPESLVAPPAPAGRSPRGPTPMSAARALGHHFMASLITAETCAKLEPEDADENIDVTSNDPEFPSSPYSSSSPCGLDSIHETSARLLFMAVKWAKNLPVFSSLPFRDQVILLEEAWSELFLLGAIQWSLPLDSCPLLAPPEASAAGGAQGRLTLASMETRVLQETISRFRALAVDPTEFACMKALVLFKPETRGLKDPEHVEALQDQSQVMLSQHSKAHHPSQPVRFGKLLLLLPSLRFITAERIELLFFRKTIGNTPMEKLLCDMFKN
HIF-2a inh – inhibitors of HIF-2a | actives 0.72% (n = 360,000) | AID 624352 | 786-0 RCC cells HIF-2a reporter, luciferase luminescence, overnight | inhibition, % at 18.8 µM;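 active = inhibition of the luminescence signal of 40% or more relative to plate controls, in a single-dose primary screen at 18.75 µM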
Peg3 promoter – Peg3 promoter activity inhibition; HeLa PEG-Prom luciferase reporter, luminescence, overnight; inhibition, % at 20 µM; actives 1.7% (n = 360,000);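 active = inhibition of at least 50% at 20 µM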
TRPM1 prom inh – inhibitors of MITF-driven TRPM1 promoter in melanoma cells. inhibition, % at 12.5 µM. SK-MEL-5 TRPM1 promoter luciferase, 24 h. actives 0.83% (n = 330,000);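 active = mean inhibition across replicates of 60% or more, whatever share of single replicates reaches that level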; note: values of inactives mirror those of a sister screen read the other way
Shn3 inh set2 – inhibitors of Schnurri-3 3'UTR reporter in osteoblasts; Clone20 osteoblast Shn3 3'UTR firefly luciferase, 24 h; inhibition, % at 12.5 µM; actives 0.52% (n = 360,000);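 active = mean inhibition of at least 75% with every replicate also reaching 75%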;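 note: 0% = median of neutral control wells and 100% = pilot-screen positive control compound; some compounds past the cut are filed as inactive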
NR2E3 ag-2 – NR2E3 (human) agonism | inhibition of corepressor binding, % at 4.78 µM | actives 0.12% (n = 320,000) | AID 2300 | GST-NR2E3/biotin-RetCOR TR-FRET, 1536-well | Q9Y5X4;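 active = percent inhibition above the cutoff of mean plus 3 SD of all tested compounds, set per screening campaign, cut at about 20% in these data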;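 note: 0% = DMSO wells and 100% = biotin wells as full block of FRET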
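System: GST-tagged NR2E3 plus biotinylated RetCOR corepressor; Buffer or medium: pH 7.5 Tris-based buffer; Probe or stimulus: RetCOR corepressor, biotinylated, 7 nM; Doses: compound at 4.8 µM, single dose; Schedule: 5 h incubation at 4 °C; Technique: time-resolved FRET; Evaluation: percent inhibition of TR-FRET ratio; Replication: one well per compound, singlicate testing.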
TROY signal inh – TROY signaling inhibition. AID 1347056. inhibition, % at 10 µM. actives 0.98% (n = 360,000). Q293 LMP1-TROYcd NF-kB luciferase reporter, 4 h;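 active = compounds whose plate-normalised and pattern-corrected inhibition of the luciferase reporter signal at the single screening dose is 50% or more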
TWEAK-Fn14 inh – inhibitors of TWEAK-Fn14 interaction signaling. TWEAK-stimulated Fn14 reporter cells, luciferase luminescence, 8 h. inhibition, % at 10 µM. actives 2% (n = 360,000); in the data active = inhibition above about 50%
Starred values were filed as active, the others as inactive. A portion of the library, so the mix of outcomes need not match the whole.

Screening NS(=O)(=O)c1ccc(NC(=O)CSc2ccccc2)cc1 returned TRAIL sens C8 1.1, KKLEB cytotox -7.0, CF NFkB inh -7.8, NR2E3 ag-1 13.0, HIF-2a inh -51.1, Peg3 promoter -31.6, TRPM1 prom inh 1.3, Shn3 inh set2 -21.7, NR2E3 ag-2 1.6, TROY signal inh -26.2 and TWEAK-Fn14 inh -7.5.
CCOC(=O)N1CCC(N2C(=O)c3ccccc3C2Nc2ccc(C)cc2)CC1 (stereo unspecified) was read as TRAIL sens C8 -1.9, KKLEB cytotox 6.3, CF NFkB inh -11.1, NR2E3 ag-1 2.1, HIF-2a inh 1.7, Peg3 promoter 11.6, Shn3 inh set2 1.9, NR2E3 ag-2 1.7, TROY signal inh -15.3 and TWEAK-Fn14 inh 8.8.
Screening COCCNC(=O)C1(C)CCCN(Cc2ccc(-c3ccccc3)o2)C1 (stereo unspecified) returned TRAIL sens C8 -3.5, KKLEB cytotox 7.1, CF NFkB inh 3.8, NR2E3 ag-1 1.6, HIF-2a inh 9.1, Peg3 promoter 17.0, Shn3 inh set2 13.0, TROY signal inh -5.5 and TWEAK-Fn14 inh -17.4.
For O=C(/C=C/c1ccccc1[N+](=O)[O-])N1CCN(c2ccc(F)cc2)CC1 the results were TRAIL sens C8 -5.8, KKLEB cytotox 1.9, CF NFkB inh 1.8, NR2E3 ag-1 9.6, HIF-2a inh 3.3, Peg3 promoter 3.9, TRPM1 prom inh -7.2, Shn3 inh set2 6.2, NR2E3 ag-2 4.9, TROY signal inh -20.2 and TWEAK-Fn14 inh -1.0.
`CCCc1cc(=O)c2c(O)cccc2o1` gave TRAIL sens C8 11.2, KKLEB cytotox 8.9, CF NFkB inh 4.7, NR2E3 ag-1 -8.4, HIF-2a inh 15.8, Peg3 promoter 5.3, TRPM1 prom inh 0.0, Shn3 inh set2 -15.8, NR2E3 ag-2 -3.3, TROY signal inh 8.1 and TWEAK-Fn14 inh -7.2.
Screening O=C(OCC(=O)N1CCC(Cc2ccccc2)CC1)c1cc(Br)ccc1O returned TRAIL sens C8 -0.2, KKLEB cytotox 3.0, CF NFkB inh 15.4, NR2E3 ag-1 -35.8, HIF-2a inh 1.9, Peg3 promoter -1.9, TRPM1 prom inh 6.1, Shn3 inh set2 5.3, TROY signal inh 4.4 and TWEAK-Fn14 inh -2.5.
O=C(c1ccccc1)c1nn(-c2ccccc2)c(=O)cc1-c1ccccc1 was read as TRAIL sens C8 -3.2, KKLEB cytotox -4.9, CF NFkB inh -4.5, NR2E3 ag-1 -2.0, HIF-2a inh -6.5, Peg3 promoter 13.3, Shn3 inh set2 0.1, TROY signal inh 3.5 and TWEAK-Fn14 inh 8.7.
`Cc1ccc(Cl)cc1NC(=S)N(CCCN1CCOCC1)Cc1ccco1` gave TRAIL sens C8 2.1, KKLEB cytotox -10.3, CF NFkB inh -14.9, NR2E3 ag-1 -14.0, HIF-2a inh 21.9, Peg3 promoter 14.2, TRPM1 prom inh 2.0, Shn3 inh set2 5.7, NR2E3 ag-2 3.5, TROY signal inh 0.7 and TWEAK-Fn14 inh 12.2.
Screening CN(C(=O)c1cccc(NC(=O)Cc2cccc(NC(=O)C3CCN(C(=O)CCc4ccccc4)CC3)c2)c1)C1CC1 returned TRAIL sens C8 -8.9, KKLEB cytotox 13.3, CF NFkB inh -18.6, NR2E3 ag-1 5.8, HIF-2a inh -5.3, Peg3 promoter 3.0, TRPM1 prom inh 2.5, Shn3 inh set2 -4.2, TROY signal inh -1.6 and TWEAK-Fn14 inh 4.1.
Screening CCOC(=O)CCc1c(C)c2ccc(OCc3nn[nH]n3)cc2oc1=O returned TRAIL sens C8 -20.1, KKLEB cytotox 6.7, CF NFkB inh 5.9, NR2E3 ag-1 -32.9, HIF-2a inh 7.9, Peg3 promoter -0.7, TRPM1 prom inh 15.1, Shn3 inh set2 -1.2, NR2E3 ag-2 4.8, TROY signal inh -2.6 and TWEAK-Fn14 inh 6.3.
For COc1cc(Cl)cc(C2NC(=O)NC(C)=C2C(C)=O)c1OCC(=O)O (stereo unspecified) the results were TRAIL sens C8 -9.4, KKLEB cytotox 3.0, CF NFkB inh 4.0, NR2E3 ag-1 8.3, HIF-2a inh 5.6, Peg3 promoter 9.6, TRPM1 prom inh 13.3, Shn3 inh set2 -18.2, NR2E3 ag-2 -1.9, TROY signal inh -7.2 and TWEAK-Fn14 inh 11.7.
For CCOc1ccc2ccccc2c1CNCCN1CCOCC1 the results were TRAIL sens C8 -3.8, KKLEB cytotox -22.2, CF NFkB inh 19.5, NR2E3 ag-1 24.4, HIF-2a inh -2.5, Peg3 promoter 17.8, TRPM1 prom inh 3.0, Shn3 inh set2 -5.7, NR2E3 ag-2 0.5, TROY signal inh 8.8 and TWEAK-Fn14 inh 15.5.
Nc1nc2c(s1)CCc1c-2cnn1-c1ccccc1 was read as TRAIL sens C8 18.3, KKLEB cytotox -3.1, CF NFkB inh 5.4, NR2E3 ag-1 -127.9, HIF-2a inh -230.2, Peg3 promoter -294.0, TRPM1 prom inh -7.0, NR2E3 ag-2 4.8, TROY signal inh -47.2 and TWEAK-Fn14 inh -2.5.
For COc1cccc(Nc2nnc(SCn3nnc4ccccc4c3=O)s2)c1 the results were TRAIL sens C8 -5.6, KKLEB cytotox -2.1, CF NFkB inh -4.6, NR2E3 ag-1 -34.2, HIF-2a inh -68.8, Peg3 promoter -26.1, TRPM1 prom inh -13.5, Shn3 inh set2 0.1, NR2E3 ag-2 -0.3, TROY signal inh 12.3 and TWEAK-Fn14 inh 1.4.
For COC(=O)c1ccc(NC(=O)CSc2nccn2CCc2ccccc2)cc1 the results were TRAIL sens C8 -3.9, KKLEB cytotox 2.0, CF NFkB inh -7.5, NR2E3 ag-1 -7.2, HIF-2a inh -82.7, Peg3 promoter -155.6, TRPM1 prom inh -56.8, Shn3 inh set2 -34.1, NR2E3 ag-2 0.9, TROY signal inh -38.5 and TWEAK-Fn14 inh 11.4.
Screening O=C(Nc1ccccc1F)C1CCCN1S(=O)(=O)c1ccc(Cl)cc1 (stereo unspecified) returned TRAIL sens C8 2.5, KKLEB cytotox 0.9, CF NFkB inh -6.9, NR2E3 ag-1 -14.3, HIF-2a inh 0.3, Peg3 promoter 8.7, TRPM1 prom inh 4.0, Shn3 inh set2 -1.8, NR2E3 ag-2 4.9, TROY signal inh -16.3 and TWEAK-Fn14 inh -19.8.
Cc1ccc(S(=O)(=O)C2(C(=O)Nc3ccc(Br)cc3)CC2)cc1 was read as TRAIL sens C8 -3.4, KKLEB cytotox 2.1, CF NFkB inh -3.0, NR2E3 ag-1 -21.7, HIF-2a inh 16.4, Peg3 promoter 21.2, TRPM1 prom inh 1.1, Shn3 inh set2 -6.8, NR2E3 ag-2 2.5, TROY signal inh 6.8 and TWEAK-Fn14 inh -16.5.
O=C(CCc1ccccc1)Nc1ccccc1OC(=O)c1ccccc1 was read as TRAIL sens C8 4.1, KKLEB cytotox 30.1, CF NFkB inh -58.5, NR2E3 ag-1 -31.6, HIF-2a inh -118.7, Peg3 promoter -87.3, TRPM1 prom inh -6.8, Shn3 inh set2 -8.7, TROY signal inh -32.0 and TWEAK-Fn14 inh -20.2.
Screening Cc1[nH]n(-c2ccc(Cl)cc2)c(=O)c1/C=N/c1nnc(-c2ccccc2)s1 returned TRAIL sens C8 11.8, KKLEB cytotox -7.7, CF NFkB inh -13.8, NR2E3 ag-1 -30.5, HIF-2a inh -49.0, Peg3 promoter -29.7, TRPM1 prom inh -22.9, Shn3 inh set2 -43.2, NR2E3 ag-2 0.7, TROY signal inh -7.5 and TWEAK-Fn14 inh -15.3.
CC(C)N(CC(N)=O)C(=O)c1sc2cc(F)ccc2c1Cl was read as TRAIL sens C8 -4.2, KKLEB cytotox 11.8, CF NFkB inh -33.5, NR2E3 ag-1 16.6, HIF-2a inh 5.5, Peg3 promoter -7.4, TRPM1 prom inh 7.1, Shn3 inh set2 6.1, NR2E3 ag-2 -3.2, TROY signal inh 11.8 and TWEAK-Fn14 inh -6.2.
COc1ccc(NC(=O)c2sccc2SCc2cccc(C(F)(F)F)c2)cc1 was read as TRAIL sens C8 1.9, KKLEB cytotox -1.6, CF NFkB inh -4.0, NR2E3 ag-1 4.2, HIF-2a inh -12.2, Peg3 promoter -6.2, TRPM1 prom inh -8.5, Shn3 inh set2 -6.2, NR2E3 ag-2 2.1, TROY signal inh -26.7 and TWEAK-Fn14 inh 0.2.
Screening COC(=O)NC(=S)N1CCOCC1 returned TRAIL sens C8 -3.5, KKLEB cytotox 6.9, CF NFkB inh 5.3, NR2E3 ag-1 -14.4, HIF-2a inh 22.1, Peg3 promoter 0.2, TRPM1 prom inh 13.4, Shn3 inh set2 9.7, NR2E3 ag-2 -3.2, TROY signal inh 0.4 and TWEAK-Fn14 inh -2.2.
For CCOc1ccc(NC(=O)COC(=O)CCCc2c[nH]c3ccccc23)cc1 the results were TRAIL sens C8 -3.4, KKLEB cytotox 8.8, CF NFkB inh -15.4, NR2E3 ag-1 -12.0, HIF-2a inh -8.7, Peg3 promoter 12.2, TRPM1 prom inh 7.1, Shn3 inh set2 -19.4, NR2E3 ag-2 -1.0, TROY signal inh -7.4 and TWEAK-Fn14 inh 1.4.
O=C(NCc1ccccn1)NC12CC3CC(CC(C3)C1)C2 was read as TRAIL sens C8 -16.8, KKLEB cytotox -11.2, CF NFkB inh 3.1, NR2E3 ag-1 -21.6, HIF-2a inh -24.5, Peg3 promoter -7.3, TRPM1 prom inh -18.8, Shn3 inh set2 4.8, NR2E3 ag-2 3.0, TROY signal inh -30.7 and TWEAK-Fn14 inh -10.5.
Screening COc1cc(SC)ccc1C(=O)N1CCN(c2ccccc2F)CC1 returned TRAIL sens C8 -6.8, KKLEB cytotox 8.8, CF NFkB inh -0.8, NR2E3 ag-1 7.0, HIF-2a inh 0.9, Peg3 promoter 20.3, TRPM1 prom inh -9.1, Shn3 inh set2 14.1, NR2E3 ag-2 3.7, TROY signal inh -12.1 and TWEAK-Fn14 inh 3.8.
For Cc1ccc(C)c(NS(=O)(=O)c2ccc(-n3cccn3)cc2)c1 the results were TRAIL sens C8 -2.2, KKLEB cytotox -12.2, CF NFkB inh 1.9, NR2E3 ag-1 5.7, HIF-2a inh 10.2, Peg3 promoter 29.2, Shn3 inh set2 18.4, TROY signal inh 18.7 and TWEAK-Fn14 inh 8.5.
For S=c1[nH]nc(Cc2ccccc2)n1Cc1ccco1 the results were TRAIL sens C8 -14.1, KKLEB cytotox 15.8, CF NFkB inh 11.1, NR2E3 ag-1 20.9, HIF-2a inh -1.5, Peg3 promoter 1.9, TRPM1 prom inh 3.4, Shn3 inh set2 -26.9, NR2E3 ag-2 3.4, TROY signal inh -0.4 and TWEAK-Fn14 inh 4.7.
